Source: PubChem BioAssay (several laboratories)
Abs 340nm: absorbance at 340 nm; fold change at 10 µM; compound absorbance at 340 nm, fold over control; 65,000 tested, under 10 active;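 active = at 10 µM dose, initial 340 nm absorbance at least 2 fold that of control wells; inactive = change under 2 fold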;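 also: initial absorbance extrapolated from kinetic A340 decline of NADH oxidation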
Fluor 339 460: intrinsic fluorescence of library compounds, ex339/em460 – biochemical, MLSMR library, data from DPM-DC assay, artefact control, profiling panel; compound autofluorescence, ex339/em460 nm, NADH buffer; stronger effect = higher value; 1 = no-compound wells, NADH background; fluorescence fold increase at 10 µM; 5.5% of 65,000 active; AID 709;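 active = at 10 µM, mean starting fluorescence two-fold or more over control wells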;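 also: signal is the first read of a kinetic run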
PKA kinase inh: blocks human protein kinase A activity. 0.1% of 65,000 active. AID 524. inhibition, % at 6 µM. P17612. PKA Kemptide phosphorylation, Kinase-Glo ATP luminescence;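 active = inhibition above the screen-wide mean inhibition plus 3 SD, cut at about 21% in these data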; also: many of its hits are not listed in these tables
DUSP1 inh: human dual specificity phosphatase 1 inhibition | AID 374 | recombinant MKP-1, OMFP hydrolysis fluorescence | 0.15% of 65,000 active | inhibition, %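 (compounds tested at a single concentration somewhere between 10 and 100 µM)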 | P28562;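 active = inhibition above about 50%, limit read from the data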;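 also: 0% = DMSO max control wells and 100% = wells with enzyme stopped by NaOH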
ROCK2 inh: blocks human Rho kinase 2 activity; 0.35% of 60,000 active; O75116; inhibition, % at 6 µM; purified ROCK2, Kinase-Glo ATP depletion luminescence;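 active = inhibition above the screen-wide mean inhibition plus 3 SD, cut at about 18% in these data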;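 also: plate controls were DMSO wells for no effect and Y-27632 control wells after no-enzyme background subtraction for full effect; many of its hits are not listed in these tables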
JNK3 inh: inhibitors of human JNK3 kinase. P53779. purified JNK3 kinase activity, HTS. inhibition, % at 8 µM. 0.61% of 60,000 active; in the data active = inhibition above about 17%;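 also: 0% = DMSO and 100% = reference inhibitor; many of its hits are not listed in these tables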
HER2 expr 66K: lowers expression of human Her2 kinase; P04626; SKBR-3 HER2 protein level, AlphaScreen, 18-24 h; stronger effect = lower value; HER2 level % of control, % at 10 µM; 0.69% of 65,000 active; AID 645;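 active = HER2 level under 5% of the carrier-only control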;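 also: 100% = DMSO carrier and 0% = 500 nM PU-H71 HSP90 inhibitor; lower value means stronger loss of Her2 protein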
Target sequence (P04626 whole entry, looked up): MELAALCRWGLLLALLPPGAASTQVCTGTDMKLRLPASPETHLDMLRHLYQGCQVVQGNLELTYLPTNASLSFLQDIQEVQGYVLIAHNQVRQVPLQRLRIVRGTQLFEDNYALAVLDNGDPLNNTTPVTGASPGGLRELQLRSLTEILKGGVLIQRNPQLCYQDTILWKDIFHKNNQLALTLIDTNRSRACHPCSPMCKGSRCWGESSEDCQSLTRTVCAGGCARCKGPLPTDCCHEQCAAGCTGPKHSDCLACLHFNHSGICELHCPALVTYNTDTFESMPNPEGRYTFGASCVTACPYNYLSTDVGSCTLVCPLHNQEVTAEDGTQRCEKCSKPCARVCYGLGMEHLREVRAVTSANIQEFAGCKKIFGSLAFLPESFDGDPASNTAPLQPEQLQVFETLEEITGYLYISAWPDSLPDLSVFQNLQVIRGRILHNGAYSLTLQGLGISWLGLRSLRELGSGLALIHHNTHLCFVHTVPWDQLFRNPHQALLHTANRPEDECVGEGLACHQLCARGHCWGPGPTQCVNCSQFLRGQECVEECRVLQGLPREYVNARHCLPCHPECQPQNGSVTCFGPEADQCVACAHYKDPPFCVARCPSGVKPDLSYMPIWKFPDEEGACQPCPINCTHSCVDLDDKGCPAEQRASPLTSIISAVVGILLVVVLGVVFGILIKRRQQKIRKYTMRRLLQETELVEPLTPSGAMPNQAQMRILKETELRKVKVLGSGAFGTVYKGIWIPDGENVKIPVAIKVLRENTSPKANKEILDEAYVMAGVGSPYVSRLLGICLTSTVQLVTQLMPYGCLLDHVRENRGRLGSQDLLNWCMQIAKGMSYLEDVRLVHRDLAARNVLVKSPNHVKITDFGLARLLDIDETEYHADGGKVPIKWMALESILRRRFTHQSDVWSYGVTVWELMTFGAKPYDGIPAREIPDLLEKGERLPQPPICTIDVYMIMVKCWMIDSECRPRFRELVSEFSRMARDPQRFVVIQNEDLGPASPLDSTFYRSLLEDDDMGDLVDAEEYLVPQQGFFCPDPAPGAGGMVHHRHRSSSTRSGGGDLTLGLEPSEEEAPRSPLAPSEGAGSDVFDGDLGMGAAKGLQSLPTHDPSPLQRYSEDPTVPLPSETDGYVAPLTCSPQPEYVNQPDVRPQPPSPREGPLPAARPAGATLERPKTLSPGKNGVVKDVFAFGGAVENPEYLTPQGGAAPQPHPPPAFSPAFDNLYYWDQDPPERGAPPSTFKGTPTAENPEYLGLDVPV
Cdc25B inh: inhibitors of human Cdc25B phosphatase; recombinant Cdc25B, OMFP fluorescence Ex485/Em525; inhibition, %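 (compounds tested at 10 µM final in the well)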; 0.1% of 65,000 active; AID 368; in the data active = inhibition above about 50%
Hsp90 inh: displaces geldanamycin probe from tumor Hsp90; P07900; NCI-N417 lysate Hsp90, Cy3B-geldanamycin FP displacement; inhibition, % at 30 µM; 0.35% of 64,000 active; AID 429;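 active = inhibition above 50%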;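 also: 0% = tracer plus lysate wells and 100% = tracer alone without lysate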
The depositor's hits bear a star; x = no result given.

nr	molecule	Abs 340nm	Fluor 339 460	PKA kinase inh	DUSP1 inh	ROCK2 inh	JNK3 inh	HER2 expr 66K	Cdc25B inh	Hsp90 inh
1	CCN(CC)c1ccc(NC(=O)c2ccco2)c(C)c1	1.02	1.13	-1.3	-0.2	5.7	-11.5	105.8	-3.1	-2.7
2	CCOc1ccccc1N1CCN(Cc2cccc(OC)c2O)CC1	1.06	1.11	2.3	-3.2	7.1	3.4	108.7	-7.0	6.6
3	Cc1ccc(-c2nn(C)c(=O)c3ccccc23)cc1CNC(=O)CN1CCOCC1	1.02	1.01	2.1	8.2	0.5	2.7	116.3	-9.8	-3.2
4	COc1ccccc1N(CN1CCCC1=O)C(=O)c1c(F)cccc1Cl	1	1.06	5.1	4.0	0.7	-7.9	96.9	7.2	1.8
5	CCC(=O)Nc1ccc(Oc2ccc3c(c2)C(=O)NC3=O)cc1	1.07	1.13	6.0	15.0	6.0	14.1	107.2	-5.4	-3.8
6	CN(C)c1nc(Nc2ccc(Cl)cc2)nc(OCC#N)n1	1	1.05	-2.4	11.0	1.5	1.8	67.0	4.4	0.5
7	c1ccc2c(c1)[nH]c1c(N3CCOCC3)ncnc12	1.1	1.68	10.7	11.1	4.0	8.5	92.8	-1.3	-0.8
8	CCOC(=O)c1nc(N2CCN(C(=O)OCC)CC2)c2c3c(sc2n1)CCCC3	1.07	3.69*	12.7	-21.4	6.1	-4.3	81.0	-16.4	4.7
9	COC(=O)c1cc(NC(=O)C2CC=CCC2C(=O)O)cc(C(=O)OC)c1 (stereo not drawn)	1	1.05	0.2	6.3	2.3	1.5	82.3	5.7	-3.5
10	O=C1CC(c2ccco2)Cc2nc(Nc3nc(-c4ccccc4)c4ccccc4n3)ncc21 (stereo not drawn)	1.16	1.54	6.9	16.5	4.9	3.7	95.4	12.2	2.0
11	CC(C)CC(OC(=O)c1ccco1)C(=O)NC1CCCCC1 (stereo not drawn)	0.97	0.99	4.6	4.5	2.6	8.9	93.5	3.1	-11.0
12	C=C(C)CSC1=C(C#N)C(c2ccsc2)CC(=O)N1 (stereo not drawn)	1	1.04	0.5	-3.4	-13.5	-0.2	86.8	-19.3	0.4
13	Cn1nnnc1SCC(=O)NCCc1ccc(Cl)cc1	0.98	1.01	9.9	0.7	4.3	-2.9	94.2	-10.1	-3.7
14	O=C(CCCN1C(=O)c2ccccc2C1=O)N1CCC(c2ccccc2)C1 (stereo not drawn)	1	1.04	2.4	-6.7	3.6	-10.9	122.0	6.6	-4.5
15	COc1ccc(C2N=C(Nc3ccc(C)cc3)Nc3nc(C)cc(=O)n32)cc1 (stereo not drawn)	1.08	1.21	0.5	13.5	3.2	2.5	105.0	-3.5	3.8
16	O=C(Nc1ccc(F)cc1)N1CCN(C/C=C/c2ccccc2)CC1	1.02	1.09	3.8	10.6	4.4	3.9	69.5	-6.4	5.9
17	COC(=O)C1CCN(C(=O)c2sc3nc(-c4ccccc4)cn3c2C)CC1	1.01	1.07	6.1	23.6	2.5	1.3	91.2	-16.6	-1.4
18	Cc1nc2ccccc2c2nc3ccccc3n12	1.05	1.63	x	4.0	x	x	70.6	-5.7	x
19	COc1cc(OC)cc(-c2nc3cc(C)ccc3o2)c1	0.98	1.1	2.8	-0.6	-5.0	5.0	67.0	-5.2	-6.6
20	Cc1cccc(C(=O)O)c1NC(=O)c1ccc(F)cc1	1	1.04	2.6	1.1	5.6	1.5	137.4	-7.0	-0.7
21	Cc1cnc(NC(=O)C2CCCO2)s1 (stereo not drawn)	1.06	1.71	13.3	1.1	6.2	7.5	101.7	-8.1	-5.5
22	Nc1ccc2c(c1)CCC2=O	1.08	1.19	-7.2	30.3	x	x	23.4	-0.5	-0.8
23	CN(C)c1cccc(C(=O)OCC(=O)NCc2ccco2)c1	0.98	1.15	6.5	-0.6	4.7	0.5	74.7	-8.6	-5.0
24	CCC(C(=O)OC)n1cnc2c(nnn2-c2cccc(Cl)c2)c1=O (stereo not drawn)	1.03	1	-4.3	6.3	-0.3	-2.2	145.0	-2.9	-3.3
25	COC(=O)c1ccc(CNC(=O)CSc2nc3sc(C)c(C)c3c(=O)n2C)o1	1.02	1.04	9.4	7.0	2.8	-8.2	x	0.3	-15.7
26	COc1ccc(C2C3=C(CCCC3=O)Nc3nc(-c4cc(OC)c(OC)c(OC)c4)nn32)cc1OC (stereo not drawn)	1.06	1.43	5.6	25.3	0.0	-2.7	98.8	13.8	-0.3
27	CN1CCC(OC(=O)COc2ccc(C(C)(C)C)cc2)CC1	1.04	1.17	-2.3	5.7	-5.8	4.1	92.6	-4.4	-4.5
28	Cc1[nH]c(=O)cc2ccccc12	1.05	0.99	15.4	22.1	9.8	4.8	80.2	-4.2	-1.4
29	CCc1ccccc1NC1=NCC(=O)N1Cc1ccccc1	1	1.18	9.1	2.4	3.7	-0.3	153.8	-15.6	0.2
30	N#Cc1c2n(c3c(=O)n(Cc4ccc(Cl)cc4)cnc13)CCCCC2	1.02	1.12	14.9	6.4	4.2	-0.2	70.8	-15.6	0.3
31	O=C(COC(=O)c1cccs1)NCCN1C(=O)CSC1=O	0.99	1.08	6.5	-9.5	2.6	5.3	112.9	0.2	1.3
32	COc1ccccc1N1CCN(C(=O)C2CCN(S(=O)(=O)c3ccccc3)CC2)CC1	1.01	1.08	-3.4	18.9	-4.0	-6.0	98.4	-4.6	-1.9

Entries shown so far containing an NH in an aromatic ring (2):
nr	molecule	Abs 340nm	Fluor 339 460	PKA kinase inh	DUSP1 inh	ROCK2 inh	JNK3 inh	HER2 expr 66K	Cdc25B inh	Hsp90 inh
7	c1ccc2c(c1)[nH]c1c(N3CCOCC3)ncnc12	1.1	1.68	10.7	11.1	4.0	8.5	92.8	-1.3	-0.8
28	Cc1[nH]c(=O)cc2ccccc12	1.05	0.99	15.4	22.1	9.8	4.8	80.2	-4.2	-1.4

Additional results follow.
nr	molecule	Abs 340nm	Fluor 339 460	PKA kinase inh	DUSP1 inh	ROCK2 inh	JNK3 inh	HER2 expr 66K	Cdc25B inh	Hsp90 inh
33	CCOC(=O)C1=C(N)N2C(=O)C(C)SC2=C(C(=O)OCC)C1c1ccccc1 (stereo not drawn)	1.03	1.03	9.0	-4.2	2.8	4.1	92.5	-13.1	-7.2
34	Cc1ccc2[nH]c(=O)c(CNC(C)(C)C)cc2c1	1.05	1.47	7.4	-6.2	3.4	3.2	126.3	4.2	-3.0
35	O=C(NC(C(=O)N1CCCC1C(=O)O)=C1CCCCC1)c1ccccc1 (stereo not drawn)	1.01	1.13	4.4	6.1	1.3	-3.7	83.4	-17.9	-1.9
36	Nc1nnc(CSCc2ccc(F)cc2)s1	1.03	1.06	-2.1	-12.2	1.1	-4.6	110.3	-20.5	-3.8
37	CS(=O)(=O)N1CCN(c2ccccc2NC(=O)CSc2ccc(Cl)cc2)CC1	1.02	1.04	0.6	11.1	-2.4	20.6*	93.0	-6.2	-4.0
38	Cc1ccc(S(=O)(=O)N2CCN(C(=O)C3COc4ccccc4O3)CC2)cc1C (stereo not drawn)	1.01	1.09	3.1	-0.6	5.9	5.8	90.0	-3.1	-1.8
39	O=C(c1ccc(Br)o1)N1CCN(Cc2ccc3c(c2)OCO3)CC1	1	1.05	8.2	2.1	-1.0	-0.9	86.1	-5.8	-2.4
40	O=C(OCCNc1ncc(C(F)(F)F)cc1Cl)c1ccc(S(=O)(=O)N2CCOCC2)cc1	1.06	1.15	-4.5	7.2	x	x	106.0	-17.0	x
41	CCOc1ccccc1NC(=O)CN(c1cc(C)cc(C)c1)S(=O)(=O)c1c(C)noc1C	1.03	1.16	7.5	3.7	3.8	12.7	92.3	-11.4	-1.5
42	CC(=O)OC[C@H]1O[C@@H](n2ccc(=O)[nH]c2=S)C(OC(C)=O)C1OC(C)=O (stereo partly drawn)	1.01	1.07	12.6	-4.3	15.1	-4.0	149.0	-5.3	-2.5
43	O=C(NCc1ccco1)Nc1ccccc1Cl	1.09	1.05	1.1	5.5	-1.8	-4.7	83.2	-6.7	-0.7
44	COc1ccc(NC(C)=O)c2nc(C)c(C)nc12	1.08	0.99	-2.7	7.2	-3.0	3.9	107.5	6.3	-1.3
45	COc1ccc(S(=O)(=O)NCC(c2cccnc2)N2CCN(C)CC2)cc1C (stereo not drawn)	0.98	1.03	-11.4	-17.1	-1.7	-7.0	67.5	-1.6	0.9
46	CC(C(=O)Nc1cccnc1)N1C(=O)c2ccccc2C1=O (stereo not drawn)	0.98	1	7.5	2.9	3.5	-7.7	87.5	-16.0	-0.5
47	COc1ccc(-c2cnnn2-c2ccc(N)cc2)cc1OC	1.01	1.04	6.4	-11.3	3.9	2.8	107.8	-6.7	2.4
48	COCCn1cc(C(=O)NCCCN2CCC(C)CC2)c2c3ccccc3n(C)c2c1=O	1.01	2.5*	0.4	18.6	0.7	-1.1	76.7	-8.8	-5.4
49	NCCCCCc1nnc(SCc2cccc(Cl)c2)o1	1.04	1.15	2.9	-14.8	-0.8	-1.5	114.2	-6.1	-0.2
50	NC(=O)CSc1cn(CCNC(=O)c2cccs2)c2ccccc12	0.98	0.99	5.2	-1.7	5.0	-1.5	105.2	-5.5	-5.4
51	CN(C)c1ccc(CNn2cnnc2SCc2ccc(F)cc2)cc1	1.01	1.03	5.3	4.7	3.3	-2.5	70.0	8.8	-2.9
52	C/C=C/c1ccc(OCCSc2nc(C)cc(=O)[nH]2)c(OC)c1	1.08	1.14	0.0	7.2	2.5	-6.3	86.2	6.0	-0.7
53	COc1cc(C(=O)Nc2ccc(O)cc2C(=O)O)ccc1OC(C)=O	1.04	1.09	-2.1	-22.9	0.8	-6.5	128.7	17.9	-2.3
54	CCCCN(C)CCCNC(=O)CS(=O)Cc1nc(-c2ccc(OC)c(OC)c2)oc1C (stereo not drawn)	1	1.11	0.2	21.1	-1.6	0.4	103.8	-4.6	-2.5
55	COc1cc(OC)cc(-c2nc3nc(C)c(CCC(=O)O)c(C)n3n2)c1	0.98	1.01	0.5	28.2	0.1	-4.4	103.8	-4.3	-1.6
56	CCOC(=O)c1c(-c2cccs2)csc1NC(=O)CN1CC(C)OC(C)C1 (stereo not drawn)	0.99	1.15	11.4	3.6	3.1	11.0	116.1	-32.1	-4.9
57	CCc1cc(Br)ccc1N1C(=O)C2CC=CCC2C1=O (stereo not drawn)	1.04	1.06	-4.3	1.4	-1.3	-8.3	101.5	-0.6	-4.5

These rows are one share of the data; count on the stated rates, not on these rows.
